Rin1 Abl inh = inhibitors of Rin1-Abl protein binding, primary screen, biochemical, TR-FRET; actives 0.4% (n = 360,000); Tyrosine-protein kinase ABL1 (Homo sapiens) + Ras and Rab interactor 1 (Homo sapiens), …; inhibition, % at 7.35 µM; in the data active means inhibition above about 5%, passing the limit was not always enough
bovine MsrA act = bovine MsrA enzyme activators, primary screen, biochemical, absorbance, HTS. Methionine sulfoxide reductase A (Bos taurus). purified bovine MsrA, absorbance read-out. activation, % at 10.6 µM. actives 0.3% (n = 360,000). AID 602163, 2012; in the data active means activation above about 7.5%;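 further: 0% = vehicle and 100% = reference activator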
E coli Lon inh = inhibitors of E. coli Lon protease, primary screen, biochemical, fluorescence polarization. P0A9M0. purified E. coli Lon protease. inhibition, % at 7.94 µM. actives 0.42% (n = 360,000); in the data active means inhibition above about 13%, passing the limit was not always enough;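 further: 0% = enzyme with probe and DMSO and 100% = no enzyme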
Neddyl block = inhibitors of cullin neddylation, primary screen, biochemical, TR-FRET, uHTS, NAE and Ubc12 | actives 0.58% (n = 360,000) | calls only at 25 µM | AID 651699, 2012 | NEDD8-conjugating enzyme Ubc12 (Homo sapiens) + NEDD8-activating enzyme E1 regulatory …; in the data active means inhibition above about 36%
FAS TE block = FAS thioesterase domain inhibitors, primary screen, biochemical, fluorescence intensity, uHTS. recombinant FAS-TE, OMFH fluorogenic substrate, fluorescence endpoint. inhibition, % at 15 µM. actives 0.67% (n = 360,000);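 active means compounds whose normalised, plate-corrected inhibition of enzyme fluorescence in the single-dose primary screen is 50% or more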;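 further: 0% = DMSO with enzyme and 100% = substrate without enzyme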
CSN deneddyl inh = inhibitors of CSN-mediated cullin deneddylation, primary screen, biochemical, fluorescence polarization, uHTS; COP9 signalosome complex subunit 5 (Homo sapiens), Q92905; Purified CSN, SCF-Nedd8-OG deneddylation; inhibition, % at 12.5 µM; actives 0.38% (n = 360,000); AID 651999, 2013;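 active means pattern-corrected inhibition above about 35%, with an unprinted fluorescence ratio check between 0.5 and 1.5, limit read from the data, passing the limit was not always enough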;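 further: 0% = enzyme with substrate and 100% = substrate without enzyme; some results filed as inactive read as strong as hits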
Target sequence (Q92905 whole entry, looked up, one chain of several): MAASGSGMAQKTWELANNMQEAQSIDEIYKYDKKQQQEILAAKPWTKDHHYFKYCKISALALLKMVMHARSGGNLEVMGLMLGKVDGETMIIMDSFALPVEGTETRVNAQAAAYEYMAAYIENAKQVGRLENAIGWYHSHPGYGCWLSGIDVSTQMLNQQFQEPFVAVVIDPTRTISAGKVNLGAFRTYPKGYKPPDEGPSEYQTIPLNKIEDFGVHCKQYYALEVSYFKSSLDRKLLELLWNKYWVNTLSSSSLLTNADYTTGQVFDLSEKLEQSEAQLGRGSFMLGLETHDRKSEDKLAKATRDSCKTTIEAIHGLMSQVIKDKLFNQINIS
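Schedule: reaction 90 min, room temperature / Assay system: HEK293T-derived human Csn5 enzyme / Input: Csn5 at 0.24 nM final / Measure: inhibition of Csn5 cleavage, % / Control set: substrate-only high control, full reaction low control / Technique: fluorescence polarization of the substrate / Buffer or medium: Tris/NaCl/DTT buffer, pH 7.5 / Reagent: SCFSkp2-Nedd8OG substrate at 10 nM final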
TbMetRS inhib = T. brucei MetRS inhibitors, primary screen, biochemical, luminescence; actives 0.4% (n = 360,000); inhibition, % at 11.9 µM; methionyl-tRNA synthetase (Trypanosoma brucei brucei); purified T. brucei MetRS, ATP depletion, Kinase-Glo luminescence;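 active means inhibition above a per-plate cutoff of the control wells' mean inhibition plus 3 SD, cut at about 5.5% in these data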;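 further: 0% = DMSO wells median and 100% = median of wells with control inhibitor compound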
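System: purified T. brucei MetRS enzyme / Detection: Kinase-Glo luciferase luminescence reporting remaining unconsumed ATP / Medium: HEPES buffer with MgCl2, KCl, DTT, spermine, BSA, pyrophosphatase / Replication: singlicate, one well per compound / Evaluation: percent inhibition relative to median high and low control wells / Schedule: 2 h aminoacylation at 25 °C after 15 min preincubation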
MLLE-PAM2 inh = inhibitors of PABP1 MLLE–PAM2 peptide binding, primary screen, biochemical, fluorescence polarization, FITC-PAM2, GST-MLLE; Polyadenylate-binding protein 1 (Homo sapiens), P11940; inhibition, % at 20 µM; actives 0.36% (n = 360,000); in the data active means inhibition above about 35%, passing the limit was not always enough;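 further: plate controls were DMSO wells with GST-MLLE for no effect and wells lacking GST-MLLE protein for full effect; some results filed as inactive read as strong as hits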
Target sequence (P11940 whole entry, looked up): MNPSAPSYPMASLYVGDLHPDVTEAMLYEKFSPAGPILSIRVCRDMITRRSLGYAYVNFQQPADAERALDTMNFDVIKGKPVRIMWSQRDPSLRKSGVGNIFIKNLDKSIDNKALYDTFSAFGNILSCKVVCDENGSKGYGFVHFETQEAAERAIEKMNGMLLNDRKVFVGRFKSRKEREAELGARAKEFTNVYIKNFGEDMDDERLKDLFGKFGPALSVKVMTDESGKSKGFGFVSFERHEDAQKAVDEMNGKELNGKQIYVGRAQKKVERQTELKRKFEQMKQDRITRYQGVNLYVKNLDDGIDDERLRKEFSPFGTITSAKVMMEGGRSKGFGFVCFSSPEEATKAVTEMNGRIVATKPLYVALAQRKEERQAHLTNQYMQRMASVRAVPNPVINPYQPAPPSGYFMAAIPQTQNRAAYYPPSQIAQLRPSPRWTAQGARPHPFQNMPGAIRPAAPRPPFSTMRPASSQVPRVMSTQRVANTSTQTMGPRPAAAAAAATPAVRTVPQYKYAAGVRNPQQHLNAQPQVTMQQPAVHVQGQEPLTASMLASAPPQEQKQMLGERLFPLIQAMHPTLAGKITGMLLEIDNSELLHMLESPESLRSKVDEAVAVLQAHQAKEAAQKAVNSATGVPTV
MsrA inh = bovine MsrA enzyme inhibitors, primary screen, biochemical, absorbance, HTS; Methionine sulfoxide reductase A (Bos taurus); purified bovine MsrA, absorbance read-out; inhibition, % at 15.5 µM; actives 0.75% (n = 360,000); AID 651718, 2012; in the data active means inhibition above about 4.5%;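 further: 0% = vehicle wells with enzyme and 100% = reference inhibitor wells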
Starred values were filed as active, the others as inactive.

Screening CC(O)(C#CCN1CCCCC1)c1ccccc1 (centres undefined) returned Rin1 Abl inh -2, bovine MsrA act -6, E coli Lon inh -3, Neddyl block inactive, FAS TE block -6, CSN deneddyl inh 2, TbMetRS inhib -0.7, MLLE-PAM2 inh -8 and MsrA inh 1.7.
CC(=O)NC(Cc1ccc(C)cc1)C(=O)NC1CCN(C(=O)c2cnccn2)CC1 (centres undefined) was read as Rin1 Abl inh 0, bovine MsrA act -1, E coli Lon inh 7, Neddyl block inactive, FAS TE block -8, CSN deneddyl inh -3, TbMetRS inhib 0.2, MLLE-PAM2 inh 1 and MsrA inh -1.7.
For O=C(C1CCCC1)N1CCN(S(=O)(=O)c2cccc(Cl)c2Cl)CC1 the results were Rin1 Abl inh 2, bovine MsrA act -6, E coli Lon inh 0, Neddyl block inactive, FAS TE block -2, CSN deneddyl inh 1, TbMetRS inhib -0.5, MLLE-PAM2 inh -13 and MsrA inh 0.4.
Screening CCC(Sc1nc2cc(OC)c(OC)cc2c(=O)n1CCc1ccc(OC)c(OC)c1)C(=O)NCCOC (centres undefined) returned Rin1 Abl inh 2, bovine MsrA act -10, E coli Lon inh -4, Neddyl block inactive, FAS TE block 1, CSN deneddyl inh -1, TbMetRS inhib -1.3, MLLE-PAM2 inh -61 and MsrA inh -0.1.
`O=C(COC(=O)/C=C/c1cc(Br)ccc1F)Nc1ccc2[nH]c(=O)[nH]c2c1` gave Rin1 Abl inh 2, bovine MsrA act -3, E coli Lon inh -6, Neddyl block inactive, FAS TE block -11, CSN deneddyl inh 6, TbMetRS inhib 0.5, MLLE-PAM2 inh -13 and MsrA inh 0.4.
For Cc1ccc(C(=O)N2CCN(C(=O)C3CCCO3)CC2)cc1 (centres undefined) the results were Rin1 Abl inh 5, bovine MsrA act 0, E coli Lon inh 1, Neddyl block inactive, FAS TE block -3, CSN deneddyl inh 5, TbMetRS inhib -0.3, MLLE-PAM2 inh 4 and MsrA inh -1.1.
Screening O=C(C[C@@H]1C[C@H]2c3cc(NC(=O)C4CCC4)ccc3O[C@H]2[C@@H](CO)O1)NCc1ccc(-c2ccccc2)cc1 returned Rin1 Abl inh 2, bovine MsrA act -2, E coli Lon inh -11, Neddyl block inactive, FAS TE block -3, CSN deneddyl inh 5, TbMetRS inhib 0.0, MLLE-PAM2 inh 5 and MsrA inh -1.1.
For CCOc1ccc(NC(=O)CN(C)C(=O)c2cc(S(=O)(=O)N(C)C)ccc2N2CCCC2)cc1OCC the results were Rin1 Abl inh -2, bovine MsrA act -2, E coli Lon inh -11, Neddyl block inactive, FAS TE block -5, CSN deneddyl inh 2, TbMetRS inhib 0.2, MLLE-PAM2 inh -6 and MsrA inh 0.0.
CCCCNCCOCCOc1ccc(Cl)cc1Br was read as Rin1 Abl inh -1, bovine MsrA act 1, E coli Lon inh 1, Neddyl block inactive, FAS TE block -4, CSN deneddyl inh 4, TbMetRS inhib 1.2, MLLE-PAM2 inh 6 and MsrA inh -0.2.
CC(OC(=O)Cn1[nH]c(=O)c2ccccc2c1=O)C(=O)c1ccccc1 (centres undefined) was read as Rin1 Abl inh -2, bovine MsrA act -11, E coli Lon inh -5, Neddyl block inactive, FAS TE block -3, CSN deneddyl inh 3, TbMetRS inhib -0.9, MLLE-PAM2 inh -17 and MsrA inh 0.7.
For COc1ccc(-c2noc(-c3csc([C@@H]4O[C@H](CO)[C@H](O)[C@H](O)[C@H]4O)n3)n2)cc1OC the results were Rin1 Abl inh 2, bovine MsrA act -4, E coli Lon inh 14, Neddyl block inactive, FAS TE block -6, CSN deneddyl inh 1, TbMetRS inhib -0.2, MLLE-PAM2 inh 11 and MsrA inh -0.8.
Screening CCN1CCN(CCNC(=O)c2ccc(CS(=O)(=O)c3ccccc3C)o2)CC1 returned Rin1 Abl inh -1, bovine MsrA act -1, E coli Lon inh 1, Neddyl block inactive, FAS TE block -7, CSN deneddyl inh -4, TbMetRS inhib 0.9, MLLE-PAM2 inh 3 and MsrA inh -0.2.
Screening COc1ccc(Br)cc1C(C[N+](=O)[O-])c1c(N)n(C)c(=O)n(C)c1=O (centres undefined) returned Rin1 Abl inh -2, bovine MsrA act -3, E coli Lon inh -4, Neddyl block inactive, FAS TE block 0, CSN deneddyl inh 2, TbMetRS inhib -0.1, MLLE-PAM2 inh 8 and MsrA inh 0.3.
COCc1cc(=O)[nH]c(SCC(=O)Nc2ccccc2)n1 was read as Rin1 Abl inh 1, bovine MsrA act -5, E coli Lon inh -6, Neddyl block inactive, FAS TE block -5, CSN deneddyl inh -1, TbMetRS inhib -0.6, MLLE-PAM2 inh -8 and MsrA inh -0.8.
Screening COc1ccc(C2C(=O)N(C3CCCCC3)CC(=O)N2Cc2ccco2)cc1 (centres undefined) returned Rin1 Abl inh -1, bovine MsrA act 0, E coli Lon inh 0, Neddyl block inactive, FAS TE block 4, CSN deneddyl inh -1, TbMetRS inhib -0.3, MLLE-PAM2 inh 14 and MsrA inh 0.8.
For CCCOc1c(Br)cc(C(=O)OCC(=O)NC2CC2)cc1OC the results were Rin1 Abl inh -3, bovine MsrA act -1, E coli Lon inh 1, Neddyl block inactive, FAS TE block -5, CSN deneddyl inh 0, TbMetRS inhib -0.3, MLLE-PAM2 inh 10 and MsrA inh 1.3.
CCc1nnc(NC(=O)C2CCCN(c3nc(C)cc(C)n3)C2)s1 (centres undefined) was read as Rin1 Abl inh 6, bovine MsrA act -3, E coli Lon inh -11, Neddyl block inactive, FAS TE block -8, CSN deneddyl inh 0, TbMetRS inhib -0.6, MLLE-PAM2 inh 0 and MsrA inh -0.3.
Screening Cc1onc(-c2c(Cl)cccc2Cl)c1C(=O)N=C(N)N1CC(C)OC(C)C1 (centres undefined) returned Rin1 Abl inh 1, bovine MsrA act -2, E coli Lon inh 5, Neddyl block inactive, FAS TE block 0, CSN deneddyl inh 116, TbMetRS inhib 0.0, MLLE-PAM2 inh 6 and MsrA inh -0.5.
Screening COc1cc(C(=O)N/C(=C\c2cn(C)c3ccccc23)C(=O)NCCCn2ccnc2)cc(OC)c1OC returned Rin1 Abl inh 0, bovine MsrA act -6, E coli Lon inh 12, Neddyl block inactive, FAS TE block -6, CSN deneddyl inh -1, TbMetRS inhib -0.6, MLLE-PAM2 inh -7 and MsrA inh 2.9.
`COc1ccccc1NC(=O)C1C2C=CC(C2)C1C(=O)NCc1cccnc1` (centres undefined) gave Rin1 Abl inh 1, bovine MsrA act -3, E coli Lon inh 13, Neddyl block inactive, FAS TE block -7, CSN deneddyl inh -6, TbMetRS inhib -0.2, MLLE-PAM2 inh -6 and MsrA inh -0.5.
`C/C(CC(=O)Nc1ccc(C)c(Cl)c1)=N\NC(=O)Cc1cnc(N)s1` gave Rin1 Abl inh 0, bovine MsrA act -3, E coli Lon inh -1, Neddyl block inactive, FAS TE block -6, CSN deneddyl inh 2, TbMetRS inhib -0.6, MLLE-PAM2 inh -15 and MsrA inh 0.0.
For O=C(Nc1cccc(C(=O)Nc2cccc(Br)c2)c1)c1ccccc1 the results were Rin1 Abl inh 0, bovine MsrA act -1, E coli Lon inh -1, Neddyl block inactive, FAS TE block 24, CSN deneddyl inh 0, TbMetRS inhib 0.4, MLLE-PAM2 inh 4 and MsrA inh -0.5.
For Cc1ccc(C(=O)Nc2ccncc2)o1 the results were Rin1 Abl inh 1, bovine MsrA act -1, E coli Lon inh -3, Neddyl block inactive, FAS TE block -8, CSN deneddyl inh -5, TbMetRS inhib -0.5, MLLE-PAM2 inh -4 and MsrA inh 0.4.
N#Cc1c(/N=C/c2ccc(Br)s2)sc2c1CCC2 was read as Rin1 Abl inh 2, bovine MsrA act -6, E coli Lon inh -12, Neddyl block inactive, FAS TE block 1, CSN deneddyl inh 3, TbMetRS inhib -1.0, MLLE-PAM2 inh 32 and MsrA inh 0.2.
`O=C(NCc1ccoc1)c1ccc(NC(=O)c2ccccc2Cl)cc1` gave Rin1 Abl inh -1, bovine MsrA act 2, E coli Lon inh -6, Neddyl block inactive, FAS TE block -3, CSN deneddyl inh 4, TbMetRS inhib -0.2, MLLE-PAM2 inh -7 and MsrA inh 0.7.
CC1CCC2(CC1)NC(=O)N(NC(=O)CCl)C2=O (centres undefined) was read as Rin1 Abl inh -1, bovine MsrA act -2, E coli Lon inh -1, Neddyl block inactive, FAS TE block -4, CSN deneddyl inh -4, TbMetRS inhib 0.6, MLLE-PAM2 inh 5 and MsrA inh 3.2.
Screening COc1ccc(C(=O)NC(C)Cc2c[nH]c3ccccc23)cc1 (centres undefined) returned Rin1 Abl inh -1, bovine MsrA act 2, E coli Lon inh 2, Neddyl block inactive, FAS TE block -2, CSN deneddyl inh -2, TbMetRS inhib -0.2, MLLE-PAM2 inh -12 and MsrA inh 0.0.
`CCC(C)NC(=O)CSc1nc(-c2cccs2)cc(C(F)(F)F)n1` (centres undefined) gave Rin1 Abl inh -3, bovine MsrA act -4, E coli Lon inh -2, Neddyl block inactive, FAS TE block 1, CSN deneddyl inh -1, TbMetRS inhib -0.6, MLLE-PAM2 inh -3 and MsrA inh 6.2*.
Screening CC1=C(C(=O)OCC2CCCCC2)C(c2ccc(O)cc2)NC(=O)N1 (centres undefined) returned Rin1 Abl inh 3, bovine MsrA act -5, E coli Lon inh -3, Neddyl block inactive, FAS TE block 0, CSN deneddyl inh -7, TbMetRS inhib -1.9, MLLE-PAM2 inh 9 and MsrA inh 1.6.
For Cc1cc(C)c(NC(=O)CS(=O)CC(=O)Nc2ccc(N3CCOCC3)cc2)c(C)c1 (centres undefined) the results were Rin1 Abl inh 1, bovine MsrA act -3, E coli Lon inh -4, Neddyl block inactive, FAS TE block -3, CSN deneddyl inh 7, TbMetRS inhib -0.2, MLLE-PAM2 inh -3 and MsrA inh 0.7.

Arranged by molecular weight (ascending): some entries from above.
For Cc1ccc(C(=O)Nc2ccncc2)o1 the results were Rin1 Abl inh 1, bovine MsrA act -1, E coli Lon inh -3, Neddyl block inactive, FAS TE block -8, CSN deneddyl inh -5, TbMetRS inhib -0.5, MLLE-PAM2 inh -4 and MsrA inh 0.4.
N#Cc1c(/N=C/c2ccc(Br)s2)sc2c1CCC2 was read as Rin1 Abl inh 2, bovine MsrA act -6, E coli Lon inh -12, Neddyl block inactive, FAS TE block 1, CSN deneddyl inh 3, TbMetRS inhib -1.0, MLLE-PAM2 inh 32 and MsrA inh 0.2.
`C/C(CC(=O)Nc1ccc(C)c(Cl)c1)=N\NC(=O)Cc1cnc(N)s1` gave Rin1 Abl inh 0, bovine MsrA act -3, E coli Lon inh -1, Neddyl block inactive, FAS TE block -6, CSN deneddyl inh 2, TbMetRS inhib -0.6, MLLE-PAM2 inh -15 and MsrA inh 0.0.
